From PubChem
TexasRed fluor = Total Fluorescence Counterscreen for Inhibitors of the Interaction of Thyroid Hormone Receptor and Steroid Receptor Coregulator 2 | TRb/SRC2 Texas Red total fluorescence interference | AID 1479, 2009 | 0.29% of 280,000 active | Potency, µM (top dose mostly 106 µM), for inactives: at the top dose fluorescence change, negative = quenching; active = well fitted curve in either direction with a large enough effect; inconclusive = small, poorly fitted or top-dose-only effect; also: % is scaled to controls: 0 for no effect and ±100 for the full control effect
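Human TRβ ligand-binding domain (0.6 uM) and Texas Red SRC2 peptide (20 nM) in Tris buffer with 1 uM T3 and 5% DMSO were incubated with pinned compound for 5 hr at ambient temperature. Total fluorescence was computed as S + 2P (555/632 nm).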
Tau fluor cs = Counterscreen qHTS for Inhibitors of Tau Fibril Formation, Fluorescence Polarization. tau K18 P301L Alexa594 fluorescence, heparin fibrillization. Potency, µM (highest dose often 57.7 µM), without a hit: at the highest dose activity change, negative = decrease. 0.93% of 280,000 active. AID 1463, 2008; also: % is scaled to controls: 0 for no effect and ±100 for the full control effect; nearly all actives have a fitted effect of over 55% in size
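Human K18 P301L tau (15 uM unlabeled plus 0.24 uM Alexa 594-labeled, final) in 100 mM sodium acetate pH 7 was mixed with compound and 20 uM heparin and incubated 6 hr at 37 C.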
Tau ThT inhib = qHTS for Inhibitors of Tau Fibril Formation, Thioflavin T Binding; Microtubule-associated protein tau (Homo sapiens), P10636; Potency, µM (titrated, usually from 57.4 µM), for inactives: at the highest dose activity, negative = inhibition, usual class: inhibitors; recombinant tau K18 P301L (four-repeat tau fragment), heparin-induced fibrillization, ThT fluorescence; 2.1% of 270,000 active; also: % is scaled to controls: 0 for no effect and ±100 for the full control effect; nearly all actives have a fitted effect of over 55% in size
Target sequence (P10636 561-689 P618L limits assumed): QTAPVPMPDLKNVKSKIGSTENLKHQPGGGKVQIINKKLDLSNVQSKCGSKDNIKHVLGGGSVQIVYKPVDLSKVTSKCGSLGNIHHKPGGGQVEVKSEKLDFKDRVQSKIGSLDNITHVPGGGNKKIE
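Tau K18 P301L fragment (15 uM unlabeled plus 0.24 uM Alexa 594-labeled) in 100 mM sodium acetate pH 7 with compound, fibrillization induced by 20 uM heparin for 6 hr at 37 C. Thioflavin T (30 uM) added, fluorescence read after 1 hr (ex 450, em 510 nm).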
Tau fibril FP = qHTS for Inhibitors of Tau Fibril Formation, Fluorescence Polarization; Potency, µM (highest dose often 57.7 µM), inactives show top-dose activity, negative = inhibition, actives largely listed as inhibitors; K18 P301L tau heparin fibrillization, Alexa594 FP, 6 h; Microtubule-associated protein tau (Homo sapiens), P10636; 0.39% of 280,000 active; also: % is scaled to controls: 0 for no effect and ±100 for the full control effect; nearly all actives have a fitted effect of over 55% in size
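Read-out: fluorescence polarization of Alexa 594-labeled tau (0.24 uM), 555 nm excitation, 632 nm emission. Mixtures held 15 uM unlabeled K18 P301L, compound and 20 uM heparin, pH 7 acetate buffer, incubated 6 hr at 37 C.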
RECQ1 inh = qHTS Assay for Inhibitors of RecQ-Like Dna Helicase 1 (RECQ1) | RECQ1 DNA unwinding, red fluorescence kinetic read | Potency, µM (highest dose often 57.3 µM), inactives show at the highest dose activity, negative = inhibition, hits mostly inhibitors | 0.54% of 240,000 active | AID 2549, 2010;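 also: plate controls were vehicle for no effect and no enzyme for full effect; nearly all actives have a fitted effect of over 30% in size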
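RECQ1T1 50 nM; forked duplex (20 bp + 30-nt ss tails) 200 nM, ATP 2 mM final; pH 8.0, 2 mM MgCl2, 2.5 ug/ml poly(dI-dC); 15 min compound preincubation; discontinuous kinetic read over 2 h at RT.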
TRb SRC2 PPI = qHTS for Inhibitors of the Interaction of Thyroid Hormone Receptor and Steroid Receptor Coregulator 2 | Thyroid hormone receptor beta (Homo sapiens), P10828 | TRbeta-SRC2 peptide binding, fluorescence polarization; receptor liganded with 1 µM T3 | 0.065% of 280,000 active | Potency, µM (titrated, usually from 106 µM), for inactives: top-dose activity change, negative = inhibition, hits mostly inhibitors;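 also: plate controls were bound peptide for no effect and peptide without receptor for full effect; nearly all actives have a fitted effect of over 50% in size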
Target sequence (P10828 whole entry, looked up): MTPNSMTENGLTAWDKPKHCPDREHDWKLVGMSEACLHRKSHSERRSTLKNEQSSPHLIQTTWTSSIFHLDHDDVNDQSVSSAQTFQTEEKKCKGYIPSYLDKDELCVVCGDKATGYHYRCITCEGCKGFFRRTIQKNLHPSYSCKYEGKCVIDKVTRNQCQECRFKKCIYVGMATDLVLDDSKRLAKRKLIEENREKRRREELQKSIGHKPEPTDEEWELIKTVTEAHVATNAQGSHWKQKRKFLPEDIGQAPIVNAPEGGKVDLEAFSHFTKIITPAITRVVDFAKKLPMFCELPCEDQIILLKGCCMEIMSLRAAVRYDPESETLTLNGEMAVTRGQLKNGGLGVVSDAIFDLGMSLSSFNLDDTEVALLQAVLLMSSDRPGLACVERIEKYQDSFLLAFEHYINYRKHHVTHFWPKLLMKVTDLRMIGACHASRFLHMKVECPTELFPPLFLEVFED
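Quantitative HTS by FP: 0.6 uM TRb LBD, 20 nM labeled SRC2 20-mer, 1 uM T3, 5% DMSO; 5 hr ambient incubation; % activity per concentration and potencies from concentration series.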
HTT ATP protect = qHTS Multiplex Assay to Identify Dual Action Probes in a Cell Model of Huntington: Cytoprotection (ATP) | Potency, µM (series often up to 56.4 µM), without a hit: cytoprotection (ATP increase), actives largely listed as activators | PC12 HTT-Q103 induced, cytoprotection, ATP luminescence, 40 h | 0.14% of 230,000 active;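 also: % of control where 0% means no effect; nearly all actives have a fitted effect of over 45% in size; toxic huntingtin expression switched on by the ecdysone agonist tebufenozide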
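PC12 cells with ecdysone-inducible HTT exon 1 Q103-GFP, induced with 100 nM tebufenozide and co-treated with library compounds in a dose series (1536-well, 1500 cells/well). Cytoprotection read as ATP content by ATPlite luminescence.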
L3MBTL1 block = qHTS Assay for the Inhibitors of L3MBTL1; Potency, µM (highest dose often 57.1 µM), for inactives: at the highest dose activity, negative = inhibition, hits mostly inhibitors; 0.66% of 230,000 active; AlphaScreen L3MBTL1–H3K9me1 peptide binding; also: % is scaled to controls: 0 for no effect and ±100 for the full control effect; nearly all actives have a fitted effect of over 60% in size
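L3MBTL1 50 nM + b-AHA-H3(1-15)K9me1 75 nM, 30 min RT; compound added, 30 min RT; streptavidin donor/Ni-chelate acceptor beads 10 ug/mL each final, 30 min RT dark; AlphaScreen read.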
* = called active by the depositor; i = inactive; ? = inconclusive; . = no result given; [ ] = remark or other dose. Unless noted, calls follow the shape of the dose curve; as a rule, active = well fitted curve in the direction sought with a large enough effect; inconclusive = small, poorly fitted or top-dose-only effect, or another doubt; inactive = no such curve, though single readings can be large; an effect the other way counts as inactive or inconclusive. Potency is read from the fitted curve at half-maximal effect.

SMILES	TexasRed fluor	Tau fluor cs	Tau ThT inhib	Tau fibril FP	RECQ1 inh	TRb SRC2 PPI	HTT ATP protect	L3MBTL1 block
CN(C)c1ccc(P(=O)(OCc2ccccc2)C(O)c2ccccc2F)cc1 (configuration not stated)	1%	-10%	-7%	2%	1%	-6%	19%[10 µM]	-8%
Cc1ccsc1/C=C/c1ccc2ccccc2n1	-3%	-17%	?	-1%	-3%	-3%	-74%[inhibitor]	21%
CCOC(=O)C1=C(CN2CCCCCC2)NC(=O)NC1c1cccc([N+](=O)[O-])c1 (configuration not stated)	2%	-7%	1%	-14%	24%	-1%	-6%	?
COc1ccc(C2C3=C(N=C4SCC(=O)N42)c2ccccc2CC3)cc1OC (configuration not stated)	6%	-12%	?	-2%	-2%	-5%	-11%	-6%
Cc1ccccc1OCC(=O)Nc1ccc2c(c1)C(=O)c1ccccc1C2=O	-1%	?	-24%	?	-3%	1%	7%[10 µM]	-4%
NS(=O)(=O)c1ccc(N/C=C\C(=O)c2ccc3ccccc3c2)cc1	-5%	-12%	?	-17%	i	19%	0%[10 µM]	2%
CCN(CC)C(=O)C1CCCN(Cc2ccc(OC)c(C)c2)C1 (configuration not stated)	-8%	0%	-2%	1%	-1%	-3%	0%	4%
Cc1ccc(CNC(=O)c2cc3ccc4cccnc4c3[nH]2)cc1	-2%	-22%	-14%	?	.	-8%	.	.
COC(=O)CSc1nnc(-c2ccoc2C)n1-c1ccc(OC)cc1	-1%	-3%	-7%	-9%	-1%	-1%	-1%	4%
O=C(Cc1nc2ccccc2[nH]1)NCc1ccco1	0%	-5%	-16%	8%	i	-8%	36%	-7%
Brc1ccc(N=Cc2ccccn2)cc1	3%	-17%	-16%	4%	-2%	-3%	.	-9%
Cc1c(Cl)cccc1NC(=O)CCC(=O)NNC(=O)CCC(=O)O	-4%	4%	0%	7%	-6%	-3%	7%[10 µM]	3%
CN(C)C(=O)CSC1c2ccccc2C(=O)N1c1ccccc1 (configuration not stated)	-1%	2%	5%	4%	-3%	-4%	0%	1%
CCCc1cc(-c2n[nH]c(=S)n2CC(C)C)cs1	-1%	-5%	-11%	-3%	1%	-1%	.	1%
COc1ccc(C(=O)/C=C/Nc2ccc([N+](=O)[O-])cc2)cc1	-7%	-11%	?	-2%	i	2%	.	8%
Cc1ccc(NC(=O)CC2NCCNC2=O)cc1Cl (configuration not stated)	-1%	3%	11%	-1%	i	-9%	-8%	7%
CC(=O)NCC(c1ccc2c(c1)OCO2)N1CCN(c2ccccc2)CC1 (configuration not stated)	-5%	-17%	-15%	-4%	.	1%	.	.
O=C(N/N=C/c1ccc(F)cc1)c1cc(-c2ccc3c(c2)OCO3)n[nH]1	-7%	-3%	.	-18%	-2%	1%	-6%[10 µM]	.
CC1(c2cccs2)CC(c2cccs2)=C(C#N)C(=O)N1 (configuration not stated)	2%	-1%	-8%	0%	-10%	-6%	-9%	-1%
COc1ccc(NC(=O)Cn2c(SCc3ccc(C)cc3)nc3cccnc32)c(OC)c1	?	-9%	17%	4%	.	-2%	.	.
CN(C)CCNc1c2c(nc3nnnn13)CCCC2	-1%	-6%	-1%	0%	3%	5%	-13%[10 µM]	.
CCN(CC)C(=O)CSc1nc2ccccc2c(=O)n1CC	-4%	-11%	-4%	?	i	2%	6%[10 µM]	.
CCOc1ccc(Cn2nnc(C(=O)NCc3ccccc3)c2N)cc1	0%	-7%	0%	-7%	-9%	5%	-3%	.
COc1ccc(-c2noc(-c3ccc(NC4CCCC4)c([N+](=O)[O-])c3)n2)cc1	0%	-14%	11%	-1%	.	6%	.	.
COC(=O)Nc1sc2c(c1C(N)=O)CCCCCC2	0%	5%	0%	-4%	i	-15%	1%	-4%
COc1ccc(CC(=O)NCC(c2ccc(N(C)C)cc2)N2CCOCC2)cc1 (configuration not stated)	-1%	-20%	?	0%	.	0%	.	.
CCCOCC(C)O (configuration not stated)	-3%	.	.	.	-5%	3%	-31%[inhibitor]	.
CCOc1cc2[nH]c(=S)n(CCOC)c(=O)c2cc1OCC	-1%	14%	7%	8%	-12%	-5%	-6%[0.074 µM]	1%[11.4 µM]
CC(C)NC(=O)NS(=O)(=O)c1cnccc1NC1CC2CCC1C2 (configuration not stated)	-2%	-2%	-9%	-1%	2%	-1%	2%[1.9 µM]	-5%
Cc1cccc(N2CCN(C3(c4ccccc4)C(=O)c4ccccc4C3=O)CC2C)c1 (configuration not stated)	1%	?	-13%	6%	.	8%	.	.
Cc1nc(SCC(=O)c2ccc(F)c(F)c2)[nH]c(=O)c1Oc1ccc(Cl)cc1	0%	-6%	-7%	1%	1%	5%	3%[10 µM]	-12%
O=C(CNc1ccc2c(c1)OCO2)N/N=C\c1cn(Cc2ccccc2)c2ccccc12	0%	10µM*[quencher]	?	2%	-9%	0%	19%[10 µM]	-17%
CCN(CC)C(=O)Nc1ccc(Br)cc1	-1%	7%	9%	0%	1%	-1%	-53%[inhibitor]	-44%
COc1ccc(-c2cc(C(=O)Nc3cc(OC)cc(C(=O)Nc4cccc(C(F)(F)F)c4)c3)[nH]n2)cc1	-16%	?	-1%	?	i	?	-31%[10 µM]	.
CC(=O)c1ccc(Nc2cnn(C34CC5CC(CC(CC(=O)O)(C5)C3)C4)c(=O)c2Cl)cc1	-3%	-1%	0%	-3%	-4%	-6%	20%	.
Cc1cc(C)c2ccc(C(=O)O)nc2c1O	-3%	-8%	?	-1%	-2%	-7%	-23%	.
Cc1ccc(C)c(NC(=O)c2sc(Cl)nc2C)c1	-2%[53 µM]	6%	6%	0%	-3%	2%[53 µM]	21%[10 µM]	5%
COc1ccc(-c2nnnn2C)cc1S(=O)(=O)NCc1ccccc1	-3%	2%	-10%	-6%	-6%	4%	0%[0.074 µM]	1%
CC(C)OCCCNC(=O)c1cc2c(=O)n(C)c3ccccc3c2n1C	1%	-4%	-13%	-1%	i	-15%	-7%	.
O=c1c2ccccc2[nH]c(=S)n1CCCN1CCOCC1	2%	-3%	-9%	8%	16%	-12%	18%	.

In a second layout: entries from further up.
SMILES | TexasRed fluor | Tau fluor cs | Tau ThT inhib | Tau fibril FP | RECQ1 inh | TRb SRC2 PPI | HTT ATP protect | L3MBTL1 block
COC(=O)Nc1sc2c(c1C(N)=O)CCCCCC2 | 0% | 5% | 0% | -4% | i | -15% | 1% | -4%
COc1ccc(CC(=O)NCC(c2ccc(N(C)C)cc2)N2CCOCC2)cc1 (configuration not stated) | -1% | -20% | ? | 0% | . | 0% | . | .
CCCOCC(C)O (configuration not stated) | -3% | . | . | . | -5% | 3% | -31%[inhibitor] | .

Retrieved by structure from above, 3 records:
SMILES	TexasRed fluor	Tau fluor cs	Tau ThT inhib	Tau fibril FP	RECQ1 inh	TRb SRC2 PPI	HTT ATP protect	L3MBTL1 block
Cc1cccc(N2CCN(C3(c4ccccc4)C(=O)c4ccccc4C3=O)CC2C)c1 (configuration not stated)	1%	?	-13%	6%	.	8%	.	.
COc1ccc(-c2cc(C(=O)Nc3cc(OC)cc(C(=O)Nc4cccc(C(F)(F)F)c4)c3)[nH]n2)cc1	-16%	?	-1%	?	i	?	-31%[10 µM]	.
CC(C)OCCCNC(=O)c1cc2c(=O)n(C)c3ccccc3c2n1C	1%	-4%	-13%	-1%	i	-15%	-7%	.

(further entries)
SMILES	TexasRed fluor	Tau fluor cs	Tau ThT inhib	Tau fibril FP	RECQ1 inh	TRb SRC2 PPI	HTT ATP protect	L3MBTL1 block
Brc1ccc2nc(N3CCN(c4ccccc4)CC3)sc2c1	-1%	-16%	?	?	-19%	-6%	?	.
COc1ccc(CNCC(O)(c2ccccc2)c2ccccc2)cc1OC	-3%	3%	-2%	4%	-3%	2%	10%[10 µM]	-3%
COCCN(C(=S)Nc1c(C)cc(C)cc1C)C(C)c1cccnc1 (configuration not stated)	0%	1%	-17%	-1%	-1%	-13%	19%[10 µM]	-2%
Cc1ccc2oc(-c3cccc(NC(=O)c4ccc(N5CCC(C)CC5)c([N+](=O)[O-])c4)c3)nc2c1	-75%[53 µM]	?	?	-10%	.	-18%[53 µM]	.	.
COc1ccc(C(=O)NN/C(=N/S(=O)(=O)c2ccc(C)cc2)c2ccccc2)cc1	-2%	-17%	?	-11%	-1%	8%	-11%[10 µM]	10%
Cc1[nH]nc2c1/C(=N\O)CCC2	1%	-2%	-7%	-6%	-2%	-4%	-15%	11%
O=C(COC(=O)Cc1ccccc1[N+](=O)[O-])NCC1CCCCC1	3%	-7%	-9%	-5%	-2%	-5%	-18%	.
COc1ccccc1NC(=O)N1CCC(C(=O)c2ccc(F)cc2)CC1	3%	-2%	-1%	0%	i	-22%	1%[10 µM]	.
O=C(Nc1ccc(-c2cn3ccccc3n2)cc1)c1ccc(Cl)cc1	1%	-12%	-1%	-9%	-8%	-21%	-99%[inhibitor][10 µM]	32%[activator]
O=C(NC1CCCCC1)N1CCCC(CNS(=O)(=O)Cc2ccccc2)C1 (configuration not stated)	2%	-10%	-8%	-3%	0%	3%	3%[10 µM]	4%
CCC(=O)N(CCC1(C(C)C)CCOC(C)(C)C1)Cc1ccco1 (configuration not stated)	0%	1%	-1%	-2%	1%	-1%	15%[10 µM]	4%
Cc1cc(C)cc(OCC(=O)NN2Cc3ccccc3C2=N)c1	0%	-6%	-9%	-2%	-1%	-4%	0%	.
COC(=O)c1ccc(NC(=O)CN2C(=O)CCC2=O)cc1	0%	6%	6%	2%	-3%	8%	-11%[10 µM]	-5%

A portion of the library. The share of hits here may be higher or lower than overall.
